# Bioassay records as filed in PubChem.
# GDH-TPI inh: inhibits GDH-TPI coupling enzymes, artifact for Mtb FBA screen; GDH-TPI coupled enzyme counterscreen, NADH absorbance; inhibition, % at 4.8 µM; 1.2% of 360,000 active; AID 588335;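 also: 0% = DMSO wells and 100% = wells lacking the enzyme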
# BioA inh: inhibitors of Mycobacterium tuberculosis BioA enzyme | purified M. tuberculosis BioA enzyme, plate reader | inhibition, % at 9.99 µM | 0.096% of 360,000 active; in the data active = inhibition above about 40%; inconclusive = no clear call, values can overlap the other calls
# UGM FP inh: Mtb UDP-galactopyranose mutase inhibition; P9WIQ1; AID 504406; inhibition, % at 10 µM; purified UGM, fluorescence polarization probe displacement; 0.06% of 320,000 active; in the data active = inhibition above about 10%, passing the limit was not always enough; inconclusive = no clear call, values can overlap the other calls
# Target sequence (P9WIQ1 whole entry, looked up): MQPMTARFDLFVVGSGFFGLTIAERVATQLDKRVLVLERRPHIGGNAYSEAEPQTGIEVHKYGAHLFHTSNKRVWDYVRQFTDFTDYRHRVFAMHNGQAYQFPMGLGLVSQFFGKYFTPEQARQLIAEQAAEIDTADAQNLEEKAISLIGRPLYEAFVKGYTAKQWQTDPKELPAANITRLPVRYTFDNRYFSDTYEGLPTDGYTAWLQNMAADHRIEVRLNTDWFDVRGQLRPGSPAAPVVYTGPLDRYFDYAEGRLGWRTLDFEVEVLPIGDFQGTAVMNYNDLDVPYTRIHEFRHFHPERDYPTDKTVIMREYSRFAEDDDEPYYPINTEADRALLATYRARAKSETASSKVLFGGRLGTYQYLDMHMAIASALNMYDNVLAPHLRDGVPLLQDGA
# Mtb FBA inh: inhibits M. tuberculosis FBA enzyme; purified M. tuberculosis FBA, fluorescence read-out; 2.3% of 360,000 active; inhibition, % at 1 µM; AID 588726; P9WQA3; in the data active = inhibition above about 27%;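 also: 0% = vehicle and 100% = reference inhibitor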
# Target sequence (P9WQA3 whole entry, looked up): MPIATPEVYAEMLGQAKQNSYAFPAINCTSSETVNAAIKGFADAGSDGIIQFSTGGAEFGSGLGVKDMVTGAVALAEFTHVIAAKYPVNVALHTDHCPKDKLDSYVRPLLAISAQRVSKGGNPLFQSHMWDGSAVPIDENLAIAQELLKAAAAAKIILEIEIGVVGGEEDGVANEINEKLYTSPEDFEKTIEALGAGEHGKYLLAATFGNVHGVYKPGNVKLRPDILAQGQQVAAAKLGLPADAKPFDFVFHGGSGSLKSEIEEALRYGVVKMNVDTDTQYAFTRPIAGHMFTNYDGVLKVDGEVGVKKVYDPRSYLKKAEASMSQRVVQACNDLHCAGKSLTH
# BoNT-F LC inh: blocks Botulinum neurotoxin F light chain protease. Multiplex microsphere protease cleavage assay, flow cytometry. AID 588497. 0.22% of 360,000 active. inhibition, % at 10 µM; in the data active = inhibition above about 35%, passing the limit was not always enough; inconclusive = no clear call, values can overlap the other calls; also: plate controls were buffer without enzyme for full effect and enzyme alone for no effect
# CCHFV vOTU inh: CCHFV vOTU protease inhibition. Pep-AMC fluorescence. inhibition, % at 11.5 µM. 0.55% of 370,000 active. AID 651958; also: 0% = vehicle wells with enzyme and 100% = no enzyme wells
# FadD28 FP inh: inhibitors of Mycobacterium tuberculosis FadD28 bisubstrate binding; AID 588549; 0.22% of 360,000 active; inhibition, % at 12.5 µM; FadD28 bisubstrate probe binding, fluorescence polarization; in the data active = inhibition above about 8.5%, passing the limit was not always enough; inconclusive = no clear call, values can overlap the other calls
# PrPC TRFRET: reduces human prion protein on the cell surface; P04156; cell surface PrPC, TR-FRET read-out; inhibition, % at 13.8 µM; 0.43% of 370,000 active; in the data active = inhibition above about 24%; also: 0% = median of the test wells and 100% = reference compound wells
# BoNT-A LC inh2: BoNT A light chain protease inhibition; multiplex microsphere protease substrate cleavage, flow cytometry; inhibition, % at 10 µM; 0.17% of 360,000 active; AID 588499; in the data active = inhibition above about 30%; inconclusive = no clear call, values can overlap the other calls; also: plate controls were buffer without enzyme for full effect and enzyme alone for no effect
# The depositor's hits bear a star; ? = inconclusive; / = not tested or not shown. Rule as the data show it, unless noted: active = inhibition above about 30%; inactive = the rest. Outcome played no part in choosing rows; 4.8% or so of the library scored in one or more.
item	SMILES	GDH-TPI inh	BioA inh	UGM FP inh	Mtb FBA inh	BoNT-F LC inh
1	CCOc1ccc(/C=N/NC(=O)c2cc(-c3ccccc3)nc3ccccc23)cc1O	15	0.7	2.8	0	0
2	Cn1c(=O)c2c(=O)cc(N)[nH]c2n(C)c1=O	9	/	1.1	1	-2
3	COc1ccc(CCNC(=O)CSc2cn(Cc3cccc(C)c3)c3ccccc23)cc1OC	-1	0.0	-2.5	2	9
4	O=C(Nc1ccc(S(=O)(=O)Nc2ncccn2)cc1)c1cccc(Br)c1	8	-0.9	0.7	-3	-32
5	COC(=O)c1c(C)c2c(C)cc3ccccn3c-2c1C(=O)OC	20	-3.9	1.7	2	-8
6	CN(Cc1ccccc1)C(=O)c1nc2ccccn2c1CNCCn1cccn1	3	0.4	0.6	5	-4
7	Cc1ccc2[nH]c(=O)c(C3C(C#N)=C(N)Oc4c3ccc3cccnc43)cc2c1 (configuration not stated)	29	1.7	-1.8	-2	2
8	COCCOC(=O)C1=C(C)NC(=O)NC1c1cc2c(cc1Br)OCO2 (configuration not stated)	-6	0.3	1.5	-4	-11
9	Cc1ccc(CN2CCN(C3CCCC3)C(CCO)C2)s1 (configuration not stated)	-4	2.9	-0.8	-1	-5
10	COc1ccc(S(=O)(=O)Nc2cccc(C)n2)c2ccccc12	1	0.2	2.0	7	28
11	CSCCC(NC(=O)c1ccccc1)C(=O)NCCc1ccccc1 (configuration not stated)	1	0.5	-0.2	-1	-28
12	O=c1[nH]cnc2c1sc(=S)n2-c1ccccc1	28	-0.9	0.8	-1	2
13	CCOC(=O)c1c(C)[nH]c(C)c1S(=O)(=O)Nc1ccc(CN2CCCCC2)cc1	10	1.7	1.3	3	-6
14	CCc1cccc(NC(=O)CSCc2nc3sc(C)c(C)c3c(=O)[nH]2)c1	-2	-1.4	0.3	-1	-5
15	CC(=O)c1cccc(NS(=O)(=O)c2cc(OCC(N)=O)c(C)cc2Cl)c1	-11	-0.9	0.3	2	4

item	CCHFV vOTU inh	FadD28 FP inh	PrPC TRFRET	BoNT-A LC inh2
1	-11	-1.1	-1	-2.4
2	4	-0.9	-3	-0.6
3	0	-0.6	13	0.8
4	-8	-2.8	-1	-1.4
5	4	1.2	-25	-0.7
6	-15	2.4	-12	0.8
7	3	-4.6	-4	0.4
8	-16	/	-9	-3.5
9	-5	-2.2	-2	-0.5
10	1	-2.0	3	0.6
11	-16	-4.6	4	-1.9
12	21	-4.8	-2	1.7
13	2	-2.0	-8	1.3
14	18	-3.3	9	2.0
15	7	-1.8	-6	1.5

# (more compounds)
item	SMILES	GDH-TPI inh	BioA inh	UGM FP inh	Mtb FBA inh	BoNT-F LC inh
16	CC(OC(=O)CC1Sc2ccccc2NC1=O)C(=O)NC1CCCC1 (configuration not stated)	-7	-1.4	-4.3	2	-15
17	COc1cccc(-c2nnn(CC(=O)Nc3ccc(C)cc3C)n2)c1OC	8	-1.6	1.0	4	3
18	CCCn1cnc2c(SCCc3ccccc3)nc(N)nc21	7	0.3	/	21	-4
19	CN(CC(=O)NCc1ccco1)C(=O)C1CC(=O)N(c2ccc3c(c2)OCCO3)C1 (configuration not stated)	9	-1.0	2.8	2	6
20	O=C(Nc1cccc(C(F)(F)F)c1)C(SCCO)c1ccccc1 (configuration not stated)	5	1.2	-1.1	1	-11
21	Cc1cccn2c(=O)c3cc(C(=O)NC4CCCCC4C)n(C)c3nc12 (configuration not stated)	0	-0.9	2.3	13	-1
22	CCCn1c(N)[n+](CC(=O)c2ccco2)c2ccccc21	7	-1.7	-0.7	-3	-4
23	CN(C)C(CNC(=O)CCc1c[nH]c2ccccc12)c1ccccc1 (configuration not stated)	4	-1.9	-0.3	0	1
24	COc1ccc(Nc2nc(C(=O)N(CCO)Cc3ccccc3)cs2)cc1	4	/	0.3	3	-4
25	COC(=O)CCC(=O)OC1(C)C(=O)C2=CN(c3ccccc3)C(c3ccc(OC)cc3)=CC2=C(Br)C1=O (configuration not stated)	10	0.0	1.2	0	-50
26	O=C(Nc1nccs1)C(Br)C(Br)c1ccccc1 (configuration not stated)	-3	-0.8	-0.5	1	-36
27	CCOC(=O)C1CCN(C(=S)Nc2cc(OC)c(OC)cc2C(=O)OC)CC1	6	-0.4	/	1	1
28	COC(=O)c1c(-c2ccccc2)csc1NC1=NS(=O)(=O)c2ccccc21	10	-0.2	1.1	1	-4
29	Nc1nc(=S)c2[nH]c(=S)[nH]c2[nH]1	18	-0.8	/	0	-3
30	O=C1NC(Cc2ccccc2)C(=O)Nc2ccc(Br)cc21 (configuration not stated)	0	-0.1	-0.6	-1	-10

item	CCHFV vOTU inh	FadD28 FP inh	PrPC TRFRET	BoNT-A LC inh2
16	8	0.2	8	-2.1
17	-2	0.4	-1	0.3
18	9	-3.7	8	0.1
19	6	-1.1	0	-0.8
20	-2	-4.7	6	-0.1
21	-12	-1.7	5	-0.4
22	-2	-3.0	0	-0.6
23	-14	-0.8	-4	0.6
24	-12	0.9	-4	0.2
25	15	0.8	-7	6.1
26	23	-2.8	-7	-0.1
27	3	-3.2	3	0.3
28	-4	-2.5	4	-0.1
29	10	-2.2	-6	0.2
30	-13	-1.7	25*	-5.4

# Additional structures follow:
item	SMILES	GDH-TPI inh	BioA inh	UGM FP inh	Mtb FBA inh	BoNT-F LC inh
31	CC(C)C[C@H](NC(=O)CC[C@H]1O[C@@H](n2ccc(=O)[nH]c2=O)[C@H](O)[C@@H]1O)C(=O)O	/	-0.1	/	-1	-19
32	COc1cc(NC(=O)CN2C(=O)COc3ccccc32)cc(OC)c1	8	-5.4	/	2	-10
33	CCOC(=O)c1ccc(N2C(=O)C=C(N3CCOCC3)C2=O)cc1	24	-0.5	5.0	-1	1
34	c1ccc(CN2CCN(C3CCCSc4ccccc43)CC2)cc1 (configuration not stated)	-1	0.4	0.3	-1	-11
35	Cc1ccc(C=Nc2ccccc2C(N)=O)s1	13	0.2	1.1	58*	1
36	O=C(NCCCN1CCOCC1)c1ccc(Br)cc1	-1	0.5	2.7	0	-8
37	COC(=O)c1ccccc1NC(=O)N1CCN(C/C=C/c2ccccc2)CC1	-6	/	-0.1	1	-2
38	c1ccc(COc2ccccc2CNc2nn[nH]n2)cc1	-5	/	-1.5	-2	-1
39	CC(=O)Oc1cccc(Nc2ncnc3ccccc23)c1	14	1.9	1.0	-1	10
40	COc1ccc(C(=O)N(Cc2sccc2C)C2CCS(=O)(=O)C2)cc1 (configuration not stated)	-1	0.4	-1.9	1	-9
41	O=C(CN(CC1CCCO1)C(=O)CNS(=O)(=O)c1ccc(F)cc1)NCc1ccccc1 (configuration not stated)	3	0.2	2.0	0	-18
42	CCCOC(=O)Cn1cnc2scc(-c3ccc(OC)cc3)c2c1=O	10	-0.6	-1.1	0	-24
43	Cc1nc2cc(C(=O)N3CCC4(CC3)OCCO4)ccc2n1-c1cccc(F)c1	9	5.1	/	1	-6
44	Cc1ccc(-c2nc(N)sc2CC(=O)OCC(=O)NCC2CCCO2)cc1 (configuration not stated)	-7	/	-2.1	0	1
45	O=C(/C=C/c1ccco1)c1ccccc1O	16	/	-0.6	-2	-1

item	CCHFV vOTU inh	FadD28 FP inh	PrPC TRFRET	BoNT-A LC inh2
31	-2	-1.6	6	-0.8
32	7	-1.2	4	-8.2
33	25	-1.0	5	0.6
34	3	-2.0	-6	-2.6
35	-66	1.3	6	0.5
36	1	-4.1	-8	-0.2
37	-5	-4.1	4	0.4
38	3	-3.1	-1	-0.4
39	9	-0.6	-3	-0.3
40	13	-3.5	0	-0.7
41	-1	-0.9	0	-6.3
42	-7	-2.3	-4	-1.4
43	9	-1.1	-3	-0.6
44	0	-3.8	4	1.1
45	4	-2.2	-2	-0.4

# Continuation:
item	SMILES	GDH-TPI inh	BioA inh	UGM FP inh	Mtb FBA inh	BoNT-F LC inh
46	Fc1ccc2[nH]c3c(c2c1)CN(C(=S)NCc1ccccc1)CC3	3	/	1.4	1	/
47	CCCSc1nnc(Cn2c(=O)sc3ccccc32)n1C	-5	-1.6	0.5	-1	2
48	Cc1ccc2nc(N(CCN(C)C)C(=O)c3ccc4ccccc4c3)sc2c1	5	-1.3	-2.9	2	0
49	COc1ccc(-n2c(C)nc(N)c2C(=O)c2ccccc2)cc1	27	/	-2.9	-1	?
50	Oc1oc(-c2ccccc2)nc1C=Nc1ccccc1	22	/	1.0	-2	-2
51	CCN1CCN(C(c2cc(OC)ccc2OC)c2nnnn2Cc2ccccc2)CC1 (configuration not stated)	-1	0.2	-2.1	-1	?
52	CCOC(=O)c1c(-n2c(C)cc(C=C3C(=O)NC(=O)NC3=O)c2C)sc2c1CCCC2	6	-3.3	1.8	1	11
53	COc1cc(/C=N/NC(=O)c2cc(C)n(-c3ccc(F)cc3)c2C)cc(OC)c1O	19	0.9	0.2	14	2
54	COc1ccc(C(=O)N(CCc2ccccc2)Cc2ccccc2)cc1S(=O)(=O)N1CCOCC1	5	0.5	-0.7	-3	-4
55	CC1CC(=O)N(CC(=O)Nc2ccc3c(c2)OCO3)c2ccccc2S1 (configuration not stated)	1	2.1	4.0	2	-6
56	O=C(NCc1ccccc1)C(=O)NCC1OCCN1S(=O)(=O)c1ccc(Br)cc1 (configuration not stated)	15	1.4	0.9	5	1
57	O=C(Oc1ccc(-c2nnco2)cc1)N1CCCCC1	13	4.2	1.1	0	-21
58	Cc1ccc(S(=O)(=O)NC(=O)N(C)C2CCCCC2)cc1	7	-1.5	-1.3	2	/
59	CC(N=C(NS(=O)(=O)c1ccc(Cl)cc1)c1ccccc1)C(=O)O (configuration not stated)	-9	0.2	-2.0	1	6
60	CCOc1cc(CN2CCCC(CNC(=O)c3ccc(F)cc3)C2)ccc1OC (configuration not stated)	-6	/	3.1	-8	-6
61	Cc1n[nH]c(=O)c2c(NC(=O)CSc3nnc(C4CC4)n3C)oc(C)c12	5	/	-1.3	-1	-8

item	CCHFV vOTU inh	FadD28 FP inh	PrPC TRFRET	BoNT-A LC inh2
46	13	-0.8	-2	?
47	10	-1.6	-8	-0.1
48	/	-6.1	/	-2.8
49	24	-2.4	-9	-5.3
50	0	-3.1	-1	0.4
51	1	-0.1	-3	-0.4
52	-2	-3.1	-4	3.4
53	20	-2.2	-12	-1.9
54	-5	-0.7	0	-3.5
55	5	-0.3	-6	-4.1
56	7	-1.5	2	1.6
57	-1	0.0	-5	-0.8
58	-5	-1.5	-4	/
59	-1	-1.9	-1	0.5
60	-8	-2.5	-19	-0.7
61	7	-2.3	1	-1.8

# Eight entries already listed, sorted by molar mass, descending:
item	SMILES	GDH-TPI inh	BioA inh	UGM FP inh	Mtb FBA inh	BoNT-F LC inh
54	COc1ccc(C(=O)N(CCc2ccccc2)Cc2ccccc2)cc1S(=O)(=O)N1CCOCC1	5	0.5	-0.7	-3	-4
52	CCOC(=O)c1c(-n2c(C)cc(C=C3C(=O)NC(=O)NC3=O)c2C)sc2c1CCCC2	6	-3.3	1.8	1	11
51	CCN1CCN(C(c2cc(OC)ccc2OC)c2nnnn2Cc2ccccc2)CC1 (configuration not stated)	-1	0.2	-2.1	-1	?
53	COc1cc(/C=N/NC(=O)c2cc(C)n(-c3ccc(F)cc3)c2C)cc(OC)c1O	19	0.9	0.2	14	2
46	Fc1ccc2[nH]c3c(c2c1)CN(C(=S)NCc1ccccc1)CC3	3	/	1.4	1	/
47	CCCSc1nnc(Cn2c(=O)sc3ccccc32)n1C	-5	-1.6	0.5	-1	2
58	Cc1ccc(S(=O)(=O)NC(=O)N(C)C2CCCCC2)cc1	7	-1.5	-1.3	2	/
49	COc1ccc(-n2c(C)nc(N)c2C(=O)c2ccccc2)cc1	27	/	-2.9	-1	?

item	CCHFV vOTU inh	FadD28 FP inh	PrPC TRFRET	BoNT-A LC inh2
54	-5	-0.7	0	-3.5
52	-2	-3.1	-4	3.4
51	1	-0.1	-3	-0.4
53	20	-2.2	-12	-1.9
46	13	-0.8	-2	?
47	10	-1.6	-8	-0.1
58	-5	-1.5	-4	/
49	24	-2.4	-9	-5.3
